Screening data deposited in PubChem by several laboratories.
AddAB inh: less growth of phage-infected E. coli with AddAB; AID 435030; inhibition, % at 11.9 µM; 0.29% of 330,000 active; E. coli expressing H. pylori AddAB, absorbance growth; in the data active = inhibition above about 12%;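 note: 0% = vehicle wells of infected cells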
DAGLB inh: diacylglycerol lipase beta (human) inhibition | inhibition, % at 5.17 µM | HEK293T DAGLB membrane lysate, EnzChek fluorogenic substrate | 0.059% of 340,000 active | AID 504411; in the data active = inhibition above about 34%;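 note: 0% = enzyme with vehicle and 100% = wells lacking enzyme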
Tat transport: inhibitors of E. coli Tat protein transport; E. coli MC4100 TorA-mCherry Tat export, fluorescence; inhibition, % at 10 µM; 0.036% of 340,000 active; AID 488895;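 active = mean replicate inhibition at least 50% and at least half of replicates individually reaching 50%; inconclusive = only one of the two criteria met; inactive = neither criterion met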;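 note: exported cargo escapes ClpAP degradation while cytoplasmic cargo is degraded and loses fluorescence; 0% = median of neutral control wells and 100% = median of NaSCN control wells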
PKA-R1A act: activators of PKA-R1A complex; PKA-R1A dissociation, Cy5-IP20 fluorescence polarization; scaled: DMSO 0%, 113 µM cGMP 100%; activation, % at 11.4 µM; 0.083% of 340,000 active; AID 504707;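 active = percent activation above the mean of all tested compounds plus 3 SD, cut at about 19% in these data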;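 note: higher means more PKAc released from R1A so a rise in polarization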
HTR5A inv ctr: HTR5A inverse agonism, opioid heterodimer counter-screen. inhibition, % at 9.3 µM. HTR5A cell line, luminescence. 0.083% of 340,000 active; in the data active = inhibition mostly above about 23%, no sharp cut-off; inactive = mostly below about 18%;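 note: 0% = cells with DMSO and 100% = no-cell wells with DMSO; some compounds called inactive have numbers as strong as hits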
Target sequence (P47898 whole entry, looked up): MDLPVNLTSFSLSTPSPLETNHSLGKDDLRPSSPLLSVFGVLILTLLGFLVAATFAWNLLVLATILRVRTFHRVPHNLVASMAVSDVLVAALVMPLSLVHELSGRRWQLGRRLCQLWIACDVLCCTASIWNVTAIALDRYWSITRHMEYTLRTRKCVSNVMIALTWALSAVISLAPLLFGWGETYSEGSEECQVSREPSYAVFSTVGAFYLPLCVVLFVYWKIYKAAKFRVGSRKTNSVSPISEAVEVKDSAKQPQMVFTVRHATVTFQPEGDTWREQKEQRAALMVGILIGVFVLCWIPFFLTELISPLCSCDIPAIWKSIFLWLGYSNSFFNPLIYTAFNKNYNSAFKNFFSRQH
HTR5A ag ctr: activates human HTR5A in OPRM1-OPRD1 agonist counter-screen; P47898; activation, % at 9.3 µM; HTR5A agonist assay, luminescence, cell-based; AID 504692; 0.61% of 340,000 active; in the data active = activation mostly above about 9.5%, no sharp cut-off; inactive = mostly below about 7.6%;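 note: 0% = cells with vehicle only and 100% = reference agonist; strong numbers were not always called active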
SUMO Mot1 rescue: blocks SUMOylation pathway, rescuing yeast Mot1-301 growth. 1% of 320,000 active. growth rescue, % at 18.8 µM. S. cerevisiae Mot1-301 growth rescue, ATP luminescence, 38.5C; percent above DMSO median, 100 means doubled. AID 2716;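 active = every valid replicate shows activation above 250% relative to neutral control wells; inactive = the rest, any valid replicate at or below 250%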;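 note: OY570 slx delta 5 strain wells were the positive control but not used for scaling; some compounds called inactive have numbers as strong as hits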
CDK5 p35 inh: inhibitors of human CDK5/p35 kinase; inhibition, % at 10 µM; AID 488839; Q00535+Q15078; Recombinant CDK5/p35, ADP-Glo luminescence, 60 min; 0.01% of 330,000 active;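 active = highest replicate inhibition of at least 50% and at least 75% of replicates reaching 50%; inconclusive = only one of the two criteria met; inactive = both criteria failed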;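 note: plate controls were DMSO neutral control for no effect and GW8510 at 10 µM for full effect; many of its hits are not listed in these tables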
E coli growth: counter-screen for AddAB inhibitors: E. coli growth inhibition; E. coli V3065 growth, OD600 absorbance, 18 h; inhibition, % at 11.9 µM; 0.27% of 330,000 active; AID 449728;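 active = inhibition above the campaign's mean inhibition across all tested compounds plus 3 SD, cut at about 9.9% in these data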;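 note: uninfected addAB+ strain grown without phage in ampicillin broth; 0% = DMSO wells and 100% = ciprofloxacin 0.95 µg/ml wells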
PKA-R2B activ: activates the human PKA-R2B holoenzyme complex. P22694+P31323. PKA-R2B holoenzyme dissociation, Cy5-IP20 fluorescence polarization; R2B truncated from residue 108, S112A mutant; 0% DMSO only, 100% 113 µM cGMP. activation, % at 11.4 µM. 0.079% of 340,000 active;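 active = activation above a cutoff set at the mean over all compounds plus 3 SD, cut at about 18% in these data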;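 note: higher means more holoenzyme dissociation and a rise in polarization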
Target sequence (P31323 whole entry, looked up, other chains not shown, the tested form may be a part): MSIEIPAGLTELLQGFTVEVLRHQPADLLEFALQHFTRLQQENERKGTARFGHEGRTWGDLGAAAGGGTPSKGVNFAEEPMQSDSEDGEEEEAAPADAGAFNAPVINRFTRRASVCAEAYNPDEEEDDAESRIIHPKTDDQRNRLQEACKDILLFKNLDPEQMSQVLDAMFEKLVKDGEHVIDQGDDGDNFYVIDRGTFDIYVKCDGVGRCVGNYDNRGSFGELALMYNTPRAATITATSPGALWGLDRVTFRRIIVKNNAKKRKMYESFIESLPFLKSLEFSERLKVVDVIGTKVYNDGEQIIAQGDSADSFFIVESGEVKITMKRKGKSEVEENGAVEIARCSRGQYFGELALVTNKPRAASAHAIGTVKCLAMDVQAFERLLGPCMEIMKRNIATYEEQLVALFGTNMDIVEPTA
phage Ecoli inh: E. coli growth loss with phage present; growth absorbance; 0.26% of 360,000 active; inhibition, % at 11.9 µM; AID 651602; in the data active = inhibition above about 11%
Numbers without * were called inactive; ? = inconclusive; . = no result given; & = joins results of further samples.

compound	AddAB inh	DAGLB inh	Tat transport	PKA-R1A act	HTR5A inv ctr	HTR5A ag ctr	SUMO Mot1 rescue	CDK5 p35 inh	E coli growth	PKA-R2B activ	phage Ecoli inh
O=C(Cn1c(=O)c2cccn2c2ccccc21)Nc1cc(F)ccc1F	4.9	-1	10	-16	-9	2	0	0.3	1.5	1	3.9
Cn1c(-c2cc(Cl)ccc2O)nc2c1c(=O)[nH]c(=O)n2Cc1ccccc1	2.0	.	-4	.	.	.	-12	0.5	-0.1	.	2.8
O=C(Nc1ccccc1C(=O)Nc1ccc2c(c1)OCO2)c1cccs1	2.4	-8	11	9	-25	2	99	0.0	0.0	-7	2.0
CCCc1nn2c(N)c(/C=C3\C=Nc4ccccc43)c(=O)nc2s1	3.0&-0.2	1&0	4&-14	-2&-4	-13&-8	-2&4	-5&7	-2.9&-0.1	2.0&-1.1	-7&-4	4.0&2.9
COc1ccc(OC)c(NC(=O)CSc2ncnc3sc(C)cc23)c1	.	11	-3	-4	-19	5	.	-0.7	.	-13	1.5
COc1ccc(/C=C(\C#N)C(=O)OCC(=O)NCc2ccccc2OC)cc1	-1.3	0	-1	-5	-3	-3	3	1.4	2.3	5	7.2
O=C(C1CCN(S(=O)(=O)N2CCC3(CC2)OCCO3)CC1)N1CCN(Cc2ccccc2)CC1	0.5	3	-8	-4	9	-4	200	5.4	1.2	4	1.4
CCCCOC(=O)c1cc(C)nc2ccc(Br)cc12	3.0	-8	-5	4	-5	-1	-2	-1.0	-1.6	-7	2.3
Cc1cc(C)cc(NC(=O)OCCN2CCN(Cc3ccccc3)CCC2=O)c1	5.0	-2	-1	3	-38	13	-12	-0.8	0.3	-7	2.2
Cc1ccc(CSCC(=O)NCCc2ccccc2)cc1	1.3	-4	-5	1	-19	6	.	-0.7	-2.1	-10	0.5
Oc1ccc(Br)cc1/C=N/n1c(COc2ccccc2)n[nH]c1=S	.	4	-1	0	-1	0	679*	7.7	.	2	0.7
Nc1cccc(Nc2nc(OC(C(F)(F)F)C(F)(F)F)nc(OC(C(F)(F)F)C(F)(F)F)n2)c1	5.3	-6	0	-2	-10	12*	242	0.2	4.2	-2	6.9
COC(CNC(=O)c1ccc2c(c1)nc(C)n2-c1cc(C)cc(C)c1)OC	-0.5	-3	4	-2	-10	3	102	-0.5	-2.1	-10	0.6
Cc1ccsc1C(=O)OCc1cc(=O)n2ccsc2n1	1.5	0	-2	-5	2	-2	18	-0.6	0.0	5	0.5
CC1=C(C(=O)N2CCCCC2)C(c2cccs2)C2=C(CCCC2=O)N1 (stereo unspecified)	-1.6	0	-3	9	-18	7	.	0.5	1.8	4	1.3
CCOc1ccc2nc(N(CCN(CC)CC)C(=O)c3cccc([N+](=O)[O-])c3)sc2c1	-0.5	1	1	-1	-7	4	-17	0.2	-1.1	-1	1.7
O=C(O)CCN=C1CCCc2ccccc2N1	4.3	-2	-3	-1	6	2	-4	-0.2	0.1	-13	1.4
CCC(Br)C(=O)Nc1ccc(OC)cc1 (stereo unspecified)	-5.5	0	-1	3	-22	-1	-11	-2.6	-3.7	1	0.9
C#CCOCCOCCOCCNc1nc(N2CCOCC2)nc(N2CCN(C(=O)[C@H](CCCCN)n3cc([C@@H](N)CC(C)C)nn3)CC2)n1	0.9	0	?	-2	-15	3	13	0.6	-2.7	5	0.7
CCc1nc(SCC(=O)N2CCc3ccccc32)c2oc3ccccc3c2n1	.	-1	-1	-3	-3	1	.	-1.0	.	-9	0.5
Cc1ccc(-c2cnn3c(N4CCOCC4)cc(C)nc23)cc1	.	1	2	-1	-9	2	357	-0.4	.	2	1.5
COc1ccc(C(CNC(=O)c2oc3ccc(F)cc3c2C)N2CCCCC2)cc1 (stereo unspecified)	1.6	-6	-4	-8	-9	2	.	-1.4	-1.0	-3	1.4
CC12CCC(C(=O)NCc3ccccc3)(OC1=O)C2(C)C (stereo unspecified)	-1.6	1	-1	-3	14	3	10	0.6	-1.2	-12	1.3
CCN(CC)S(=O)(=O)c1ccc(S(=O)(=O)Nc2c(C)nn(C)c2C)cc1	-1.7	2	3	-7	-5	5	12	0.2	-2.1	11	2.7
Cc1ccc(-c2nnc(N3CCC(C)CC3)c3ccccc23)cc1	1.9	-9	3	-9	2	1	.	-7.0	2.2	1	2.3

A different layout for part of the listing above:
Values run as follows: AddAB inh | DAGLB inh | Tat transport | PKA-R1A act | HTR5A inv ctr | HTR5A ag ctr | SUMO Mot1 rescue | CDK5 p35 inh | E coli growth | PKA-R2B activ | phage Ecoli inh
- O=C(Nc1ccccc1C(=O)Nc1ccc2c(c1)OCO2)c1cccs1
    2.4 | -8 | 11 | 9 | -25 | 2 | 99 | 0.0 | 0.0 | -7 | 2.0
- Cc1ccc(-c2cnn3c(N4CCOCC4)cc(C)nc23)cc1
    . | 1 | 2 | -1 | -9 | 2 | 357 | -0.4 | . | 2 | 1.5

The results go on.
compound	AddAB inh	DAGLB inh	Tat transport	PKA-R1A act	HTR5A inv ctr	HTR5A ag ctr	SUMO Mot1 rescue	CDK5 p35 inh	E coli growth	PKA-R2B activ	phage Ecoli inh
Cn1cc([N+](=O)[O-])c(C(=O)N/N=C/c2ccncc2)n1	1.5	2	-13	-3	7	5	-3	0.5	4.7	4	0.2
COc1ccc(C(=O)COC(=O)c2ccc(OC)c(OC)c2)cc1OC	2.5	-2	7	-6	-14	-3	-18	-0.7	-0.2	-2	2.4
O=C(NC1CCCC1)c1cccc(S(=O)(=O)N2CCOCC2)c1	3.7	-2	-2	-4	-15	6	3	-1.7	2.1	-14	5.0
Cc1ccc(S(=O)(=O)Nc2cccc(C(=O)NCCN3CCOCC3)c2)cc1F	-1.8	-3	3	-4	-5	2	10	2.7	-1.6	-7	1.0
Cc1ccc(S(=O)(=O)NCC(=O)NC2CC2)cc1	-0.9	0	-6	-8	-4	2	-8	0.2	-3.4	1	-1.4
CCOC(=O)N(Cc1ccccc1)C1CC1	.	-2	-2	-7	-2	1	.	-0.3	.	8	-2.2
O=C(c1cccc(F)c1)N1CCN(Cc2c[nH]c3ccccc23)CC1	4.8	1	23	-15	7	-1	-3	0.1	0.3	-9	.
Cc1nnc(SCc2ccccc2Cl)n1CC1CCCO1 (stereo unspecified)	1.8	2	4	-4	-8	0	82	0.9	-1.5	-19	2.8
O=C(/C=C/Nc1ccc(F)cc1)c1cccs1	3.0	0	-4	4	-6	-2	14	3.2	3.0	3	3.3
Cc1ccc2c(c1C)NC(=O)C2(O)CC(=O)c1ccc2c(c1)OCO2 (stereo unspecified)	0.3	-1	6	-10	-15	1	-5	-1.6	-1.2	-7	2.3
CC(C)(Oc1ccc(CCNC(=O)c2ccc(-c3ccccc3)o2)cc1)C(=O)O	0.6	-3	5	-5	2	1	-2	0.0	0.2	-5	1.2
Nc1nc(-c2ccccc2)nc2sc3c(c12)CCCC3	4.4	-3	-15	-4	-10	3	6	1.1	2.3	4	2.9
Cc1nn(Cc2ccc(C(=O)Nc3ccccc3F)cc2)c(C)c1Cl	3.1	-1	1	-2	-3	1	-20	0.6	0.9	-4	1.2
Cc1ccc(CN(C)C(=O)c2cc(COc3cccc(C(F)(F)F)c3)on2)o1	11	-5	17	-12	6	8	-9	3.0	-1.8	-18	1.7
CCC(c1nnc(SCC(=O)Nc2cccc(S(N)(=O)=O)c2)n1Cc1ccccc1)N(C)C (stereo unspecified)	-0.3	-1	4	-3	-9	7	-4	-0.8	2.7	-5	-2.8
Cc1oc(-c2cc(F)ccc2F)nc1CN(C)Cc1ccc2nccnc2c1	0.5	1	5	4	-4	1	3	-1.2	1.3	-7	3.1
O=C(NC(=S)NCCC1=CCCCC1)c1ccccc1Br	2.9	-15	8	-6	-4	-2	-3	1.1	-0.8	-3	2.7
COC(=O)c1cn(-c2cccc(C)n2)cn1	4.1	0	5	4	11	3	-1	3.2	0.8	-18	2.9
Cc1csc(Sc2ccc([N+](=O)[O-])cc2C(=O)OCC(=O)NC(=O)NC(C)(C)C)n1	2.6	1	10	-3	0	7	0	1.0	-1.3	-2	-0.1
COC(=O)C1CSC(C(=O)OC)N1C(=O)CN1CC(C)OC(C)C1 (stereo unspecified)	2.3	1	-6	15	30	8	22	-0.9	-0.2	0	2.7
Cc1c(/C(O)=C2/C(=O)C(=O)N(CCN3CCOCC3)C2c2cccnc2)cnn1-c1ccccc1 (stereo unspecified)	-0.6	-6	2	-14	-21	9	447*	0.2	0.0	-10	0.4
Cn1c(N)c(C(=O)c2cc(-c3ccncc3)nc3ccccc23)c(=O)n(C)c1=O	0.3	1	-3	-4	-1	1	2	-2.1	1.9	-11	-0.2
O=C(NCCC1CCCCN1S(=O)(=O)c1cccs1)C(=O)Nc1cccc(F)c1 (stereo unspecified)	0.0	-4	1	3	-12	5	-18	-1.0	1.3	0	-1.2

2 compounds drawn at random from those above, as already listed:
compound	AddAB inh	DAGLB inh	Tat transport	PKA-R1A act	HTR5A inv ctr	HTR5A ag ctr	SUMO Mot1 rescue	CDK5 p35 inh	E coli growth	PKA-R2B activ	phage Ecoli inh
Cc1oc(-c2cc(F)ccc2F)nc1CN(C)Cc1ccc2nccnc2c1	0.5	1	5	4	-4	1	3	-1.2	1.3	-7	3.1
Cn1cc([N+](=O)[O-])c(C(=O)N/N=C/c2ccncc2)n1	1.5	2	-13	-3	7	5	-3	0.5	4.7	4	0.2
